Screening results from PubChem.
TGFb SMAD3 inh: blocks TGF-b signaling; AID 588855; HepG2 CAGA-GFP TGF-b/SMAD3 reporter, GFP fluorescence, 18 h; TGF-beta stimulated, 500 pg/mL final; 1.2% of 410,000 active; Potency, µM (titrated, usually from 46.1 µM), for inactives: at the top dose activity, negative = inhibition, most hits filed as inhibitors; also: potency is read from the fitted curve at half-maximal effect; % is scaled to controls: 0 for no effect and ±100 for the full control effect; nearly all actives have a fitted effect of over 65% in size
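GFP signal (ex488/em500-530) from TGF-beta-stimulated HEPG2 CAGA-GFP cells, 500 pg/mL final, 18 h at 37 degrees C in DMEM plus 1% FBS, normalized to unstimulated and DMSO-stimulated controls.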
Nrf2 ARE act: activates Nrf2 signaling | AREc32 ARE-luciferase reporter (MCF7-derived line), luminescence, 24 h | Potency, µM (doses to about 46.1 µM), without a hit: at the top dose activation, actives largely listed as activators | 0.31% of 410,000 active; also: potency is read from the fitted curve at half-maximal effect; % of control where 0% means no effect; nearly all actives have a fitted effect of over 65% in size
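AREc32_Fluc, 1000 cells/well, OPTI-MEM + 5% FBS, o/n 37 deg C 5% CO2; 23 nL cpd by pin tool, 24 hr; Steady-Glo 30 min RT, luminescence.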
IL2 activator: activates IL-2 in a cell-based reporter assay; IL-2 activation reporter assay, cell-based qHTS; stimulated with anti-CD3/CD4/CD28 beads; in transgenic mouse T cells; activation, % (series mostly up to about 46 µM); 0.065% of 360,000 active; AID 652025; in the data active = activation above about 50%; inconclusive = mostly about 30% to 49%; also: 0% is about no effect
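Unstimulated transgenic mouse T cells; 60-min compound exposure; bead-based TCR/CD4/CD28 stimulation; 18 h culture, 37 degrees C; dual fluorescence (EGFP, DsRed) plate cytometry.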
ATXN2 expr inh: inhibitors of ATXN2 expression | 0.72% of 360,000 active | HEK-293 ATXN2-luciferase reporter, luminescence, 24 h | Potency, µM (titrated, usually from 57 µM), for the others: at the top dose activity change, negative = inhibition, actives largely listed as inhibitors; also: potency is read from the fitted curve at half-maximal effect; % is scaled to controls: 0 for no effect and ±100 for the full control effect; nearly all actives have a fitted effect of over 55% in size
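ATXN2-luciferase reporter cells (luciferase flanked by upstream and downstream ATXN2 gene portions) were treated 24 h at 37 °C with compounds at up to 57 uM. SteadyGlo luminescence gave expression; GF-AFC fluorescence gave viability.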
HepG2 tox: kills HepG2 cells in TGF-b inhibitor counter-screen; HepG2 CAGA-GFP viability, ATP luminescence, 18 h; Potency, µM (titrated, usually from 46.1 µM), inactives show at the highest dose activity change, negative = cytotoxicity, usual class: cytotoxic; 0.76% of 410,000 active; also: potency is read from the fitted curve at half-maximal effect; some results filed as inactive show a strong effect at the top dose
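CellTiter-Glo luminescence gave cytotoxicity after 18 hours at 37 degrees C. The cells were HepG2 CAGA-GFP in 1% FBS DMEM, stimulated with 500 pg/mL TGF-beta after compound addition. %Activity was normalised to no-cell wells (complete cell-killing) and DMSO (no toxicity), and curves were fitted and classified.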
ATXN viability: viability counter-screen for ATXN expression inhibitors. Potency, µM (doses to about 56.7 µM), actives largely listed as cytotoxic. S2 cells (HEK-293 line with an ATXN2-luciferase reporter) viability, CellTiter-Fluor protease fluorescence, 24 h. 0.49% of 400,000 active; also: potency is read from the fitted curve at half-maximal effect; nearly all actives have a fitted effect of over 40% in size
EPAC2 ag: agonists of human EPAC2 (RAPGEF4); AID 720711; EPAC2 activation, biochemical qHTS; response scale: 100% = 6.5 mM cAMP response; Potency, µM (titrated, usually from 154 µM), for inactives: at the top dose activation, hits mostly activators; Q8WZA2; 0.079% of 360,000 active; also: potency is read from the fitted curve at half-maximal effect; nearly all actives have a fitted effect of over 50% in size
Target sequence (Q8WZA2 whole entry, looked up): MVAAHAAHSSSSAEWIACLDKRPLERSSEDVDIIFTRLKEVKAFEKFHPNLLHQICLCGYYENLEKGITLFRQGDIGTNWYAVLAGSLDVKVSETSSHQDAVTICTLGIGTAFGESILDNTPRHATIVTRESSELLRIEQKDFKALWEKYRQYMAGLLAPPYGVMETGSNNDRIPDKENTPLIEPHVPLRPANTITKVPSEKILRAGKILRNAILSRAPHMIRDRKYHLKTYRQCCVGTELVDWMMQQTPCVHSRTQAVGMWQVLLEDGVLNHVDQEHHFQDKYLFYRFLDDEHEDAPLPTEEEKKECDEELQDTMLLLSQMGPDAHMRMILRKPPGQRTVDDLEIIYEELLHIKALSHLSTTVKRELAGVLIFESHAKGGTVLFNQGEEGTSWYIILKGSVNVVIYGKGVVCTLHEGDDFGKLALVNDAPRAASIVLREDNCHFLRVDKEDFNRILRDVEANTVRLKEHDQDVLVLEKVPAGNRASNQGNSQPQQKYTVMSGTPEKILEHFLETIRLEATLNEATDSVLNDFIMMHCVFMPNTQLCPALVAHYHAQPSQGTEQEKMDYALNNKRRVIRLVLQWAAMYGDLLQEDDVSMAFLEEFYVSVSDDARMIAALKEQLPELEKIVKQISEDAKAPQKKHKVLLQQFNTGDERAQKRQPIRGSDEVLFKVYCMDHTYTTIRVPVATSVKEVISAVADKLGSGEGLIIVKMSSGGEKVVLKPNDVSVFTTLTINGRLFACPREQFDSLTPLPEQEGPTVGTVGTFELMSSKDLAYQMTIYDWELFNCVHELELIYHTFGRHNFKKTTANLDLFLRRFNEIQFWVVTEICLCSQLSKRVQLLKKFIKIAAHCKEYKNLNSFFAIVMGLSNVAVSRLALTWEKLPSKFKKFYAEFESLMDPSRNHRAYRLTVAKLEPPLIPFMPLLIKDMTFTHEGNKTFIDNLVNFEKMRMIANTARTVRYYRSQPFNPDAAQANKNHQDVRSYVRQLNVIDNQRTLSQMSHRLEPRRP
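Compounds were added across a concentration range to EPAC2 (100 nM), RAP1B-BODIPY-GDP (250 nM) and GDP (50 uM). After 5 min at room temperature, fluorescence was recorded at 5-min intervals for 30 min.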
Nrf2 inh: blocks Nrf2 signaling. A549 ARE-Fluc reporter, luciferase luminescence, 18-24 h. Potency, µM (titrated, usually from 46 µM), without a hit: top-dose activity change, negative = inhibition, hits mostly inhibitors. 2.1% of 360,000 active. AID 504444; also: potency is read from the fitted curve at half-maximal effect; % is scaled to controls: 0 for no effect and ±100 for the full control effect; nearly all actives have a fitted effect of over 60% in size
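In this cell-based qHTS, ARE-driven firefly luciferase in A549 cells reports Nrf2 activity; the luminescent signal after BugLite lysis is the measured value, with a prior CellTiter-Fluor read for cell health.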
A549 tox: counter-screen for Nrf2 inhibitors: cytotoxicity in A549 cells | 0.16% of 390,000 active | A549 ARE-Fluc cells, CellTiter-Fluor viability, 18-24 h | Potency, µM (doses to about 46 µM), without a hit: top-dose activity change, negative = cytotoxicity, hits mostly inhibitors; also: potency is read from the fitted curve at half-maximal effect; % is scaled to controls: 0 for no effect and ±100 for the full control effect
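A549 ARE_Fluc cells in 5% FBS OPTI-MEM were exposed to compounds in concentration-response for 18-24 h at 37 deg C. Viability was read by CellTiter-Fluor fluorescence (Ex 405/Em 525) after 30 min, before the luciferase read.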
Starred values were filed as active, the others as inactive; i = inactive; ? = inconclusive; · = no result given; & = joins results of further samples; [ ] = remark or other dose. Unless noted, calls follow the shape of the dose curve; as a rule, active = well fitted curve in the direction sought with a large enough effect; inconclusive = small, poorly fitted or top-dose-only effect, or another doubt; inactive = no such curve, though single readings can be large; an effect the other way counts as inactive or inconclusive.

Screens in order: TGFb SMAD3 inh | Nrf2 ARE act | IL2 activator | ATXN2 expr inh | HepG2 tox | ATXN viability | EPAC2 ag | Nrf2 inh | A549 tox
CCSc1nc2ccc(OC)cc2cc1C#N
→ 9% | 2.6% | -1.5 | 14% | -20% | i | 2% | 22% | 2%
NC(=O)Nn1c(CCC(=O)O)ccc1-c1ccc(F)cc1
→ -8% | 0.2% | -3.1 | 6% | 0% | i | -5% | ? | -1%
CN1C(C(=O)NCc2ccccc2)CC2Cn3c(nc4cc(Cl)c(Cl)cc43)C21 (stereo not given)
→ -1% | -0.5% | -0.6 | 1% | -23% | i | 4% | 4% | -8%
Cc1ccc2nc(-c3ccncc3)c(Nc3ccccc3)n2c1
→ -27% | 3.7% | -1.4 | 6% | -4% | i | -4% | ? | -1%&-3%
CCN(CC)C(=O)c1[nH]cnc1C(=O)NCC(=O)OCc1ccccc1
→ 0% | 0.1% | -2.6 | 0% | -3% | i | -3% | -9% | 1%
Cc1cccc(C)c1C(=NCCCN(C)C)c1ccccc1
→ -23% | -0.4% | -0.2 | -1% | -9% | i | 1% | 5% | 4%
CN1CCN(c2cc3c(c4c2[nH]c2ccccc24)C(=O)CC(C)(C)C3)CC1
→ ? | -5.1% | -3.0 | ? | 11µM* | ? | 9% | -6% | 0%
CCCc1cc(=O)oc2c(C)c(OC3CCCCC3=O)ccc12 (stereo not given)
→ -9% | 0.3% | -1.8 | -19% | 3% | i | 9% | 3% | 3%
Cc1ccc(NC(=O)CN(C)S(=O)(=O)c2cccc3nsnc23)cc1Cl
→ 5% | 1.7% | 2.0 | -1% | -13% | i | 15% | 18µM* | 2%
CCCn1c2ccccc2c2cnn(CC(=O)NCC3CCN(Cc4ccc(C)cc4)CC3)c(=O)c21
→ ? | -0.1% | · | -11% | -17% | i | · | ? | ?
Cc1cc(C)n2nc3nc4c(cc3c2n1)CCCC4
→ 33%[activator] | 4.9% | -4.8 | 19% | -24% | i | 1% | ? | -3%
O=C(NCCCN1CCOCC1)c1ccc2c(c1)N(Cc1cccc(Cl)c1)C(=O)c1ccccc1S2=O (stereo not given)
→ 7% | 3.3% | 4.5 | -13% | -15% | i | 1% | -5% | -4%
CS(=O)(=O)N1CCN(c2ccc([N+](=O)[O-])c(NCc3ccccc3)c2)CC1
→ 1% | 0.4% | 4.3 | -6% | -2% | i | -2%[15.6 µM] | ? | -29%
Cc1cc2nc(CS)[nH]c2cc1C
→ 21% | 4.6% | 0.3 | · | -2% | i | 1% | 4% | 6%
O=C(O)c1cc(-c2ccco2)nc2cc3ccccc3cc12
→ 0% | 5.7% | -1.7 | -14% | -16% | i | 9% | 0% | 0%
Cc1ccc(CSCCNS(=O)(=O)c2ccccc2)cc1
→ 0% | 3.0% | 0.4 | -5% | -29% | i | 16% | ? | 20%
CC(C)(C)OC(=O)NCCc1nnc(SCc2ccc(Cl)cc2)o1
→ 0% | 3.0% | -2.7 | -18% | -3% | i | 19% | ? | -11%
COc1ccc2sc(-c3ccc(S(C)(=O)=O)cc3)c(C#Cc3cncn3C)c2c1
→ 9% | 3.1% | -2.0 | -15% | -25% | i | 13% | ? | -6%
COc1ccccc1C(=O)NCCC(=O)N(C)CC(=O)Nc1ccccc1Br
→ 6% | 0.4% | -3.8 | -2% | -1% | i | -8% | -6% | -3%
Cc1ccc(N2CC(C(=O)Nc3c4c(nn3C(C)(C)C)CS(=O)(=O)C4)CC2=O)cc1 (stereo not given)
→ -9% | -0.3% | -5.2 | -27% | -18% | i | 9% | ? | -2%
c1ccc(-c2cc(N3CCCCC3)ncn2)cc1
→ 16% | 0.4% | 1.0 | 66%[activator] | 2% | i | 5% | · | 2%
CCOc1ccc(CNS(=O)(=O)c2cc(-c3cc(C)no3)ccc2OC)cc1OC
→ -3% | -0.1% | -2.5 | 4% | 1% | i | 9% | -3% | -5%
CSc1ccc(CNCC(O)c2ccccc2)cc1 (stereo not given)
→ 4% | 3.4% | 0.5 | -16% | -5% | ? | 7% | 9% | 5%
O=C(OCc1nnc(-c2ccccc2)o1)C1CC(=O)N(Cc2ccco2)C1 (stereo not given)
→ 0% | 3.7% | 0.0 | 1% | -37% | i | 1% | 18% | 11%
Clc1ccc(-c2nnn3c2nc(NCc2ccc4c(c2)OCO4)c2ccccc23)cc1
→ 16% | 3.7% | · | 35% | 8% | i | · | 14% | 1%
CCCCNc1ccc(C(=O)Nc2cccc(C)n2)cc1[N+](=O)[O-]
→ 0% | 1.8% | -2.0 | 24% | -11% | i | -1% | -11% | 3%
c1ccc(-n2ncc3c(N4CCN(CCOc5cccc6ccccc56)CC4)ncnc32)cc1
→ -1% | 4.4% | 0.7 | -20% | -9% | i | 8% | ? | -13%
COCCn1cnnc1SCC(=O)Nc1ccc(Br)cc1F
→ 10% | 0.1% | 0.9 | -21% | -20% | i | 6% | 12% | 0%
COc1ccc(/C=N/NC(=O)CNC(=O)COc2ccccc2)cc1
→ -8% | -0.1% | 0.0 | -9% | 0% | i | 2% | -15% | 1%
Cc1nnc(SCCN2CCOCC2)n1-c1cccc(Cl)c1
→ -9% | 0.7% | -1.5 | 5% | 6% | i | -5% | -1% | -3%

An excerpt from above in order of their number in Nrf2 inh, largest number first:
| mol | Nrf2 inh |
| --- | --- |
| CN1C(C(=O)NCc2ccccc2)CC2Cn3c(nc4cc(Cl)c(Cl)cc43)C21 (stereo not given) | 4% |
| CCOc1ccc(CNS(=O)(=O)c2cc(-c3cc(C)no3)ccc2OC)cc1OC | -3% |
| CCCCNc1ccc(C(=O)Nc2cccc(C)n2)cc1[N+](=O)[O-] | -11% |

New compounds follow.
Screens in order: TGFb SMAD3 inh | Nrf2 ARE act | IL2 activator | ATXN2 expr inh | HepG2 tox | ATXN viability | EPAC2 ag | Nrf2 inh | A549 tox
O=C(O)CSc1nc2ccc(Cl)cc2[nH]1
→ 17% | -0.7% | -1.3 | -10% | 2% | i | 5% | · | 14%
CCC(=O)N1CCc2cc(Br)cc(S(=O)(=O)N3CCCC(C(=O)Nc4cccc(Cl)c4C)C3)c21 (stereo not given)
→ -39% | -0.1% | · | 1% | 4% | i | · | -23% | -1%
COc1ccc(/C=C/c2ccccc2)cc1[C@H]1[C@H]2C=CC[C@@H](C)[C@@H]2C(=O)N1Cc1ccccc1
→ -19% | 2.2% | -0.5 | -9% | -10% | i | 11% | 11% | 14%
CCOC(=O)N1CCN(C(=O)CNC(=O)c2nn(-c3ccc(OC)c(OC)c3)c(=O)c3ccccc23)CC1
→ 8% | 2.4% | 1.0 | 15% | -2% | i | 11% | 5% | 1%
O=C(CN1CCN(Cc2ccccc2)CC1)N1CCCc2ccccc21
→ -9% | -0.6% | 1.2 | · | -3% | i | 16% | 6% | 2%
CC(C)(C)NC(=O)C(c1ccco1)N(Cc1ccc2c(c1)OCO2)C(=O)Cn1nnc2ccccc21 (stereo not given)
→ -23% | -0.4% | -0.8 | 5% | 1% | i | 5% | 3% | 0%
Nc1nc(-c2cccnc2)nc2sc3c(c12)CCCC3
→ -21% | 7.9% | 1.2 | 110%[activator] | -27% | i | 3% | ? | 1%
O=C(CN1C(=O)NC2(CCOc3ccccc32)C1=O)c1ccc(F)cc1 (stereo not given)
→ 0% | 2.4% | 0.3 | 5% | 2% | i | 6% | -4% | 2%
Cc1noc(C)c1COC(=O)c1ccc(F)c(S(=O)(=O)N2CCOCC2)c1
→ 4% | -0.5% | 1.4 | 4% | -1% | i | 10% | 15% | -3%
Cc1ccccc1-n1nnnc1SCC(=O)NCC1(N2CCOCC2)CCCCC1
→ -4% | -0.6% | -0.6 | 2% | -16% | i | 5% | -2% | 1%
Cc1cccc(OCc2nnc(SCC(=O)N3CCN(C(=O)c4ccco4)CC3)n2C)c1C
→ -2% | -0.8% | -1.0 | 5% | 3% | i | 5% | 3% | 4%[1.84 µM]
O=C1CCCN1CCCNS(=O)(=O)c1ccc(F)c(F)c1
→ -14% | -0.5% | -5.0 | 5% | -7% | i | 9% | -8% | 1%

Compound profiles, as listed above. Order of screens: TGFb SMAD3 inh	Nrf2 ARE act	IL2 activator	ATXN2 expr inh	HepG2 tox	ATXN viability	EPAC2 ag	Nrf2 inh	A549 tox
`Nc1nc(-c2cccnc2)nc2sc3c(c12)CCCC3` is listed with -21%	7.9%	1.2	110%[activator]	-27%	i	3%	?	1%
`CCC(=O)N1CCc2cc(Br)cc(S(=O)(=O)N3CCCC(C(=O)Nc4cccc(Cl)c4C)C3)c21` (stereo not given) is listed with -39%	-0.1%	·	1%	4%	i	·	-23%	-1%
`O=C1CCCN1CCCNS(=O)(=O)c1ccc(F)c(F)c1` is listed with -14%	-0.5%	-5.0	5%	-7%	i	9%	-8%	1%

Retrieved one by one from the entries so far (two):
Screens in order: TGFb SMAD3 inh | Nrf2 ARE act | IL2 activator | ATXN2 expr inh | HepG2 tox | ATXN viability | EPAC2 ag | Nrf2 inh | A549 tox
Cc1cccc(C)c1C(=NCCCN(C)C)c1ccccc1
→ -23% | -0.4% | -0.2 | -1% | -9% | i | 1% | 5% | 4%
Cc1cc2nc(CS)[nH]c2cc1C
→ 21% | 4.6% | 0.3 | · | -2% | i | 1% | 4% | 6%
